Source: PubChem
Artemis inh: blocks endonuclease activity of human Artemis | Q96SD1 | recombinant Artemis, quenched FAM hairpin cleavage fluorescence | inhibition, % at 10 µM | 30,000 compounds, 0.78% hits;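 active means at 10 µM dose, at least 30% inhibition, measured as corrected fluorescence normalized to stimulator and neutral control wells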
Target sequence (Q96SD1 whole entry, looked up): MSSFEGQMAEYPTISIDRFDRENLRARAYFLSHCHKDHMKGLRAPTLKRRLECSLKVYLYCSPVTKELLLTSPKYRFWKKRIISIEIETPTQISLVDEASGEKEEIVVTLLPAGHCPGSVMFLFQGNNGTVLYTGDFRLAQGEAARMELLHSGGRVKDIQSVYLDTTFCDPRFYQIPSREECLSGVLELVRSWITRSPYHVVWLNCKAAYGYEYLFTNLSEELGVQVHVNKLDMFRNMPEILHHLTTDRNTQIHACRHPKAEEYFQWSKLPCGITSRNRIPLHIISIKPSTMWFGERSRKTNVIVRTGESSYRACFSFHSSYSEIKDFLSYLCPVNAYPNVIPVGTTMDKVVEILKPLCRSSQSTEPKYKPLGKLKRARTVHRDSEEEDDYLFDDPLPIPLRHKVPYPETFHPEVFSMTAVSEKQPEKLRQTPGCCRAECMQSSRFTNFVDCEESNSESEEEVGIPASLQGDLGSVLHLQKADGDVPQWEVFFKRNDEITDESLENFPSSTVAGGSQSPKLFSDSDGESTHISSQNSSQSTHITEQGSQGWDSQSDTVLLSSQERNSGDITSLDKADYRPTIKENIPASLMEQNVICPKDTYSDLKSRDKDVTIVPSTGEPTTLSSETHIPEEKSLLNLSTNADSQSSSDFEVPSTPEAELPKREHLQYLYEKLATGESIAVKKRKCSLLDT
An asterisk follows results filed as active. An excerpt; the hit share may differ from the screen's.

SMILES	Artemis inh
CC1(C)NC(=O)N(CC(O)COc2cc3ccccc3cc2C(=O)N2CCCCC2)C1=O (centres undefined)	-5
Oc1ccccc1C1Nc2cccc3cccc(c23)N1	6
CN(c1nc2c(c(=O)n(C)c(=O)n2C)n1CC(=O)c1ccccc1)C1CCCCC1	5
COC(=O)Cn1cc(C#N)c2ccccc21	2
CC(=O)Nc1ccc(NC(=O)CN2CCN(c3cccc(C(F)(F)F)c3)CC2)cc1	0
CCOC(=O)c1ccc(NC(=O)c2cn(-c3ccccc3)nc2-c2ccncc2)cc1	8
COC(=O)C(NC(=O)c1ccco1)(Nc1nc(C)cs1)C(F)(F)F (centres undefined)	6
CCOC(=O)c1ccccc1NC(=O)COC(=O)c1ccc(C)c(S(=O)(=O)N2CCOCC2)c1	3
COC(=O)c1ccccc1NC(=O)N1CSC[C@H]1C(=O)OC	-5
CC(=O)Nc1cc(C(C)C)c(O)c(C(C)C)c1	-4
Cc1cc(NC(=O)COc2ccc3oc4ccccc4c3c2)no1	-4
O=C1/C(=C/c2ccccc2)CSc2sccc21	-2
CCOc1ccc(N(CC(=O)N/N=C/c2cc([N+](=O)[O-])ccc2Cl)S(C)(=O)=O)cc1	-5
O=[N+]([O-])/C(=C\Nc1ccccc1)S(=O)(=O)c1ccccc1	-1
Cc1cc(C)c(C#N)c(SCC(=O)N2CCN(Cc3ccccc3)CC2)n1	3
COc1ccc(-n2c(C)cc(C(=O)COc3ccc(-n4cnnn4)cc3)c2C)cc1	-7
Cc1ccc(S(=O)(=O)NNC(=S)Nc2ccccc2)cc1	-1
CO/N=C/NC(=O)NOCc1ncc(C(F)(F)F)cc1Cl	-7
O=C1OCC(c2ccccc2)=C1c1ccc(S(=O)(=O)N2CCOCC2)s1	10
CCN(CC)S(=O)(=O)c1cccc(-c2nnc(SCCOc3ccccc3)o2)c1	4
C=C(C)COc1ccc(-c2[nH]ncc2-c2ccccc2)c(O)c1	13
CCCOc1ccc(C(O)C(CN2CCOCC2)c2ccccc2)cc1 (centres undefined)	11
Cc1cc(Cl)ccc1OCC(=O)Nc1nc(-c2cccs2)cs1	5
CN(Cc1ccccc1)C(=O)CN(C1CCCCC1)S(C)(=O)=O	4
Cc1ccc(NC(=S)N2CCOCC2)c(C)c1	9
O=c1nc2s/c(=C\c3ccco3)c(=O)n2nc1Cc1ccccc1	1
CCC(C)Sc1nc2ccccc2c(=O)[nH]1 (centres undefined)	-1
CCC1CCCCN1C(=O)Nc1cccc(NC(=O)N2CCCCC2CC)c1 (centres undefined)	-6
N#CC(C(=O)Nc1ccc(Cl)cc1)=C1Nc2ccccc2N1	6
O=C(Nc1ccon1)c1ccc(S(=O)(=O)N2CCCCCC2)cc1	7
COc1ccc(-n2c(C)cc(C=O)c2C)cc1Cl	-6
c1ccn(-c2ncnc3sc4c(c23)CCCC4)c1	3
CCc1ccccc1NC(=O)c1ccc(CN2CCC(Cc3ccccc3)CC2)cc1	5
C=CCSc1nnc(NC(=O)CSc2nc3ccccc3o2)s1	-9
CCOc1cc(C)c(Cl)cc1S(=O)(=O)NCC1CCCO1 (centres undefined)	0
Cc1cc(NC(=O)CSc2nc3ccccc3c(=O)n2C(C)c2ccccc2)no1 (centres undefined)	9
CN1Cc2sc(N)c(C#N)c2CC1(C)C	-1
O=C(CN(CC1CCCO1)C(=O)CCC(=O)Nc1nccs1)NCc1ccc2c(c1)OCO2 (centres undefined)	-1
C=CCN1C(=O)C(Cc2ccc(F)cc2)S/C1=N/N=C/c1cccs1 (centres undefined)	1
Cn1c(SCc2nc3ccccc3[nH]2)nnc1-c1ccccn1	-4
CCCCN1C(=O)/C(=c2\sc3nc(=O)c(-c4ccccc4)nn3c2=O)c2ccccc21	-2
Cc1ccc(SCC2CNc3nc4ccccc4c(=O)n32)c(C)c1 (centres undefined)	2
CCOC(=O)CSc1cc(CS(=O)c2ccc(Cl)cc2)nc(-c2ccccc2)n1 (centres undefined)	4
O=S(=O)(c1ccccc1F)N(Cc1ccco1)Cc1nnc(-c2ccccc2Br)o1	20
O=C(N1CCOCC1)C1(c2ccc(Cl)cc2)CCCC1	5
COc1ccccc1-c1nnc(SCC(=O)N2CCC(C)CC2)o1	-6
O=C(CCn1nc(-c2ccc(Cl)cc2)ccc1=O)NCCCN1CCCCCC1	7
Cc1ccc(C)n1CCN1CCN(C(=O)CSc2nc3ccccc3nc2N2CCOCC2)CC1	3
O=C1CCC(=O)c2oc3ccccc3c2N1	-4
COc1cc(/C=N/N=C2\CC3CCC2(C)C3(C)C)ccc1O (centres undefined)	8
CCOC(=O)N1CCN(C(=O)CCCN2C(=O)CSc3nc(C)cc(C)c32)CC1	-8
Cc1ccc(Nc2nc(N)nc(CSCCO)n2)cc1	0
CC(C)CCN1C(=O)c2ccc(C(=O)NCC3CCCO3)cc2C1=O (centres undefined)	-4
COC(=O)C(O)(NC(=O)NC(C)=O)C(F)(F)F (centres undefined)	-9
CN1CCN(C(=O)c2cc3nc(-c4ccccc4)cc(-c4ccccc4)n3n2)CC1	2
COc1ccc(S(=O)(=O)N2CCC(C(N)=O)CC2)c2ccccc12	-6
Cc1ccc(-n2nnnc2SCc2ccccn2)cc1C	-1
Oc1ccc(-c2nc3ncccn3c2Nc2ccc3c(c2)OCO3)cc1	5
CC(C)CC(c1nnnn1CCc1ccccc1)N1CCC(C(N)=O)CC1 (centres undefined)	-4
CC(=O)c1cnc2cc(C)nn2c1C	-7

Reprinted at random: seven compounds from above, in no set order.
SMILES	Artemis inh
CC(C)CC(c1nnnn1CCc1ccccc1)N1CCC(C(N)=O)CC1 (centres undefined)	-4
CCOC(=O)N1CCN(C(=O)CCCN2C(=O)CSc3nc(C)cc(C)c32)CC1	-8
COc1ccc(S(=O)(=O)N2CCC(C(N)=O)CC2)c2ccccc12	-6
COC(=O)C(O)(NC(=O)NC(C)=O)C(F)(F)F (centres undefined)	-9
CC(C)CCN1C(=O)c2ccc(C(=O)NCC3CCCO3)cc2C1=O (centres undefined)	-4
Cc1ccc(-n2nnnc2SCc2ccccn2)cc1C	-1
Cc1ccc(Nc2nc(N)nc(CSCCO)n2)cc1	0

Six successive compounds already listed:
SMILES	Artemis inh
CN1CCN(C(=O)c2cc3nc(-c4ccccc4)cc(-c4ccccc4)n3n2)CC1	2
COc1ccc(S(=O)(=O)N2CCC(C(N)=O)CC2)c2ccccc12	-6
Cc1ccc(-n2nnnc2SCc2ccccn2)cc1C	-1
Oc1ccc(-c2nc3ncccn3c2Nc2ccc3c(c2)OCO3)cc1	5
CC(C)CC(c1nnnn1CCc1ccccc1)N1CCC(C(N)=O)CC1 (centres undefined)	-4
CC(=O)c1cnc2cc(C)nn2c1C	-7

The list continues:
SMILES	Artemis inh
CC1(C)CC(=O)C2=C(C1)NC(=O)CC2c1ccc(F)cc1 (centres undefined)	8
N#CC1=C2C=Cc3ccccc3N2CCCC1=O	0
CCOC(=O)c1ccc(Nc2cc(C)nc(C)c2C(=O)OCC)cc1	2
COc1ccccc1OCc1ccc(C(=O)NC(C)(C)C)o1	-1
Cc1[nH]nc2nc(SCC(=O)NCC3CCCO3)n(-c3ccc(Br)cc3)c(=N)c12 (centres undefined)	3
COc1ccc2cc3cc(C(=O)NCCN4CCc5ccccc5C4)oc3nc2c1	20
COc1ccccc1Cn1nnc2c(=O)[nH]c(C3CCN(C(=O)c4ccc(C)cc4)CC3)nc21	-4
CCCn1c(=O)c(C(=O)NCc2ccncc2)c(O)c2ccccc21	13
c1ccc(OCCOc2ncnc3sccc23)cc1	-6
CCCCOC(=O)CSc1nc(N)c(C#N)c(-c2ccc(OCC)cc2)c1C#N	5
CCOc1ccccc1N1Cc2ccccc2C1	20
O=c1c2ccccc2nc(SCc2cn3ccsc3n2)n1-c1ccccc1	10
O=C(c1cc2c(ccc3ccccc32)o1)N1CCN(c2ncc(C(F)(F)F)cc2Cl)CC1	7
O=C(NC1(C(F)(F)F)NC(=O)N(C2CCCC2)C1=O)C1CC1 (centres undefined)	2
O=C(NCCc1ccccc1)C1CCN(S(=O)(=O)c2ccc(-c3nn[nH]n3)cc2)CC1	-6
Oc1ccc2c(c1)C1CCCC1(N1CCOCC1)O2 (centres undefined)	10
c1ccn2c(SCc3cn4ccsc4n3)nnc2c1	7
CC(=O)Nc1ccc2c(c1)C(=O)N(C1CCCCC1)C2=O	-6
C=CCn1c(=O)c2ccccc2n2c(SCC(=O)N3CCCc4ccccc43)nnc12	-6
CC(NC(=O)Nc1nccs1)(C(F)(F)F)C(F)(F)F	-8
C=CCOc1ccc(C2/C(=C(\O)c3ccc(F)cc3)C(=O)C(=O)N2CCCN(C)C)cc1 (centres undefined)	-12
O=C(CCc1ccccc1)Nc1c(F)c(F)c(F)c(F)c1F	-1
O=C(CSCC(=O)Nc1nccs1)Nc1ccccc1	1
CNC(=O)CN(c1cccc(Br)c1)S(C)(=O)=O	1
O=C(NCc1ccco1)C(Cc1ccccc1)N1C(=O)C2C3C=CC(C3)C2C1=O (centres undefined)	5
CCc1nccn1S(=O)(=O)c1ccc2ccc(C)cc2c1	2
CC(C)CNC(=O)NC1C(NC(=O)NCC(C)C)N(C)C(=O)N1C (centres undefined)	2
CN1CCN(C(=O)CN(c2cccc(Cl)c2)S(=O)(=O)c2ccccc2)CC1	-3
CSc1nc(-c2ccc(Cl)cc2)nn1S(=O)(=O)c1ccc(Cl)cc1	5
O=C(O)CCC(=O)Nc1nc(-c2ccccc2)cs1	2
Cc1ccc2ccccc2[n+]1CCCS(=O)(=O)[O-]	-7
O=C(c1ccco1)N1C(=O)c2cccc3c(S(=O)(=O)N4CCCC4)ccc1c23	-4
O=C(Nc1nc2c(s1)CCc1ccccc1-2)c1cccs1	0
Cn1c(=O)c2c(nc(Br)n2Cc2ccccc2Cl)n(C)c1=O	11
COc1ccc(S(=O)(=O)NC2CCCCC2)c(C)c1C	3
O=C(NCCc1c[nH]c2ccccc12)c1c(Cl)nc2sccn12	-1
c1cncc(CNc2c3c(nc4nnnn24)CCCC3)c1	-3
CCOC(=O)c1nnn(-c2nonc2N)c1CSc1ccc(C)cc1	6
CCOC(=O)C1C(=O)CC(O)(c2ccccc2)CC1c1ccccc1 (centres undefined)	-12
CCCCN=C(C)C1=C(O)CSC1=O	-3
Cc1nn(-c2ccccc2)c(C)c1/C=N/n1c(-c2ccc(C(C)(C)C)cc2)n[nH]c1=S	24
Cc1cc(C)cc(N(CC(=O)NCc2ccc3c(c2)OCO3)C(=O)CCC(=O)Nc2ccccn2)c1	11
Cc1ccc(Nc2nc(Oc3ccc(=O)[nH]n3)nc(N(C)C)n2)cc1	3
O=C(CSCCc1ccccn1)Nc1ccccn1	-4
Cc1ccc(C(=O)NCCCn2ccnc2)cn1	-2
COc1ccc(S(=O)(=O)N2CCN(CC(=O)Nc3ccc(F)c(F)c3)CC2)cc1	11
CCCCCSc1nc(C)c(CC(=O)O)c(=O)[nH]1	-4
Fc1ccc(/C=N/c2c(-c3ccc(F)cc3)nc3n2CCS3)cc1	1
CCCNc1nc2c(c(=O)n(C)c(=O)n2C)n1CCC(C)C	-1
CC1=C(C(=O)Nc2cc(C)ccn2)C(c2ccc(C)cc2)C2=C(CCCC2=O)N1 (centres undefined)	3
Cc1ccc(S(=O)(=O)N2CCN(C(=O)COC(=O)c3cc(C)oc3C)CC2)cc1	9
COc1ccc2c(c1[N+](=O)[O-])CCC/C2=N/OC(=O)c1ccccc1SC	11
Cc1cc(Nc2nnnn2-c2ccccc2)n(-c2ccc(Cl)cc2)n1	-1
Cc1ccc(C)c(/C(O)=C2\C(=O)C(=O)N(CCCn3ccnc3)C2c2cccnc2)c1 (centres undefined)	-5
O=C(CCN1C(=O)C2C3C=CC(C3)C2C1=O)Nc1ccc2c(c1)OCO2 (centres undefined)	-8
CCn1cnc2sc(C(=O)N(Cc3ccc(N(C)C)cc3)Cc3ccco3)c(C)c2c1=O	3
CC(C)Cc1nnc(NC(=O)CSc2ccccn2)s1	-9
S=C(Nc1ccccc1Cl)Nc1ccc(Cl)cc1Cl	-11
O=C1C2C3CCCC3=C3CCCC3C2C(=O)N1c1ccccc1 (centres undefined)	2
COc1ccc(C(=O)OCC(=O)c2ccc(C3CCCCC3)cc2)cc1	10
Continuation.
SMILES	Artemis inh
CC(C)NCC(O)COc1c(F)cc(Br)cc1F (centres undefined)	-2
O=C(NC12CC3CC(CC(C3)C1)C2)C1=COCCO1	-2
CCOc1ccc(S(=O)(=O)N2CCN(Cc3ccccc3)CC2)c2cccnc12	-4
Cc1ccc(-c2nc3cccnc3o2)cc1NC(=O)COc1ccc(C(C)(C)C)cc1	17
CCOC(=O)Cc1c(C)[nH]c(=S)[nH]c1=O	-1
Cc1nn(C)c(C)c1CN(C)C(=O)CCCC(=O)O	-6
Cc1ccc(CO/N=C/C2=C(Cl)c3ccccc3CC2)cc1	-1
CC1CCC(n2c(=S)[nH]c3ccccc3c2=O)CC1 (centres undefined)	0
COC(=O)c1onc(-c2ccccc2)c1C(=O)OC	1
Cc1nc(N2CCN(C(=O)c3ccco3)CC2)c2oc3ccccc3c2n1	-5
CC(C)[C@H](NS(=O)(=O)c1ccccc1)C(=O)OCn1nnc2ccccc2c1=O	-1
COc1ccc(C)cc1S(=O)(=O)Nc1ccccc1C	0
Cc1ccc(C)c(N(Cc2ccccc2F)S(C)(=O)=O)c1	2
CCC(=O)NC(=S)Nc1cccc(NC(=O)c2ccc(Cl)cc2Cl)c1	-2
Cc1cccc(NC2=NC(=S)N(c3ccc(C(=O)O)cc3)C23CCCCC3)c1	19

Part of the list above, bar-delimited.
Molecule | Artemis inh
CCOc1ccc(S(=O)(=O)N2CCN(Cc3ccccc3)CC2)c2cccnc12 | -4
Cc1ccc(-c2nc3cccnc3o2)cc1NC(=O)COc1ccc(C(C)(C)C)cc1 | 17
CCOC(=O)Cc1c(C)[nH]c(=S)[nH]c1=O | -1
Cc1nn(C)c(C)c1CN(C)C(=O)CCCC(=O)O | -6

Next part:
SMILES	Artemis inh
CCOC(=O)Cn1nnc(-c2ccccc2)n1	3
CC(C)CNc1cc(Cl)c(S(=O)(=O)NCC(C)C)cc1C(=O)O	17
Cc1cc(Cl)c(S(=O)(=O)NCc2ccncc2)cc1OCC(N)=O	0
CSc1ccc(-c2nnn(CC(=O)NCc3ccccc3)n2)cc1	6
COC(=O)c1noc(-c2ccc(OC)cc2)n1	-2
Cc1cc2ccccc2c(=O)n1CC(=O)NC1CCCCCC1	8
Cc1nc(CS(=O)(=O)c2ccccc2)cc(Sc2ccc(Cl)cc2)n1	4
O=C(O)c1cccc(NC(=O)C2C3C=CC(C3)C2C(=O)O)c1 (centres undefined)	-1
